Screens from PubChem.
MT1-MMP act inh: MT1-MMP (human) activation inhibition; AID 651647; 0.061% of 360,000 active; GFP/RFP ratio change, % at 20 µM; HT1080 RFP-PRO-GFP cells, GFP/RFP ratio fluorescence, overnight; percent of plate control window, DMSO zero; P50281;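 active = GFP/RFP ratio change of at least 30% with cell ATP level not reduced by more than half and red fluorescence within 50% of control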; also: strong numbers were not always called active
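Read-out: GFP/RFP fluorescence ratio; Test system: RFP-PRO-GFP reporter HT1080 cells; Compound dosing: single-point 20 µM compound, 1% DMSO; Times: overnight compound exposure at 37 °C.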
Rin1 Abl inh: blocks binding of human Rin1 to Abl. inhibition, % at 7.35 µM. TR-FRET Rin1/Abl binding, biochemical. 0.4% of 360,000 active; in the data active = inhibition above about 5%, passing the limit was not always enough
SKN-1 inh: blocks SKN-1 activity in C. elegans; 0.49% of 360,000 active; C. elegans VP596 Pgst-4::GFP/RFP ratio, acrylamide-induced, 24 h; inhibition, % at 21.8 µM;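 active = interference check ratio from 0.5 to 1.5 plus GFP to RFP signal ratio inhibition reaching or exceeding a fixed threshold, cut at about 30% in these data, passing the limit was not always enough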; also: some compounds called inactive have numbers as strong as hits
Neddyl block: inhibitors of human cullin neddylation | TR-FRET cullin neddylation, biochemical | P61081+Q13564 | 0.58% of 360,000 active | calls only at 25 µM; in the data active = inhibition above about 36%
Target sequence (P61081 whole entry, looked up): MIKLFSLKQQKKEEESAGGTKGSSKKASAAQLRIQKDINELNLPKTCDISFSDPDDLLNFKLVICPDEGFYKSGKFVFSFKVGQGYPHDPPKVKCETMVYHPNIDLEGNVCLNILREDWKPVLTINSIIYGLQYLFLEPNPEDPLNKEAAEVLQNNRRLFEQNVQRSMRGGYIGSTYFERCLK
Target sequence (Q13564 whole entry, looked up): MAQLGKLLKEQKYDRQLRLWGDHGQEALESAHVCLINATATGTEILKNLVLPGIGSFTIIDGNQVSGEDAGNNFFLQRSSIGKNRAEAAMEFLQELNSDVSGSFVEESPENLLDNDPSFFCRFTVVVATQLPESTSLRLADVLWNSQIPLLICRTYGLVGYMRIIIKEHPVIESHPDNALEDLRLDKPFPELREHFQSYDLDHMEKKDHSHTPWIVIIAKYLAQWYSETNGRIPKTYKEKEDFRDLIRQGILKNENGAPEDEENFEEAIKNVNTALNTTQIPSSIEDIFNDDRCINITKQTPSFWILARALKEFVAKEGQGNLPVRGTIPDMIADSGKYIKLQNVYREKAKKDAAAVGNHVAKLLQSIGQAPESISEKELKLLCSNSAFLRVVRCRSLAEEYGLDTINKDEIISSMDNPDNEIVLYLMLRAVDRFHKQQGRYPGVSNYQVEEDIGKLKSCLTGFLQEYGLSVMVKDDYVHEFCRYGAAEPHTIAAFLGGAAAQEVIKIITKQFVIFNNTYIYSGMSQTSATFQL
NadD block: blocks S. aureus nicotinate mononucleotide adenylyltransferase; inhibition, % at 20 µM; 0.78% of 360,000 active; AID 602399; purified NadD enzyme, colorimetric absorbance read-out; in the data active = inhibition above about 26%; also: some compounds past the cut are filed as inactive
CSN inh: inhibitors of human CSN-mediated cullin deneddylation; Q92905; AID 651999; 0.38% of 360,000 active; inhibition, % at 12.5 µM; Purified CSN, SCF-Nedd8-OG deneddylation, fluorescence polarization;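 active = pattern-corrected inhibition above about 35%, with an unprinted fluorescence ratio check between 0.5 and 1.5, limit read from the data, passing the limit was not always enough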;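 also: 0% = enzyme with substrate and 100% = substrate without enzyme; some results filed as inactive read as strong as hits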
Target sequence (Q92905 whole entry, looked up, one chain of several): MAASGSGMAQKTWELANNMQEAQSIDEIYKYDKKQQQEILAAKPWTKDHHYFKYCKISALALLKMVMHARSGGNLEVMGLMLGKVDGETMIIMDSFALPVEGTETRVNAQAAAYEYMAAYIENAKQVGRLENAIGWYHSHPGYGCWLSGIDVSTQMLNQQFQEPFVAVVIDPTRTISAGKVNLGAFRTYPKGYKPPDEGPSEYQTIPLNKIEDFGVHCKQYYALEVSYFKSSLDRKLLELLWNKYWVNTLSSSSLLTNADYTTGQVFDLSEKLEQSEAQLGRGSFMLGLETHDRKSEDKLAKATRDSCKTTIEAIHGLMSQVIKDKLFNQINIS
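Assay system: purified human Csn5 enzyme expressed in HEK293T cells; measure: % inhibition; also added: SCFSkp2-Nedd8OG substrate at 10 nM final; technique: fluorescence polarization; times: reaction 90 min, room temperature; medium: Tris buffer pH 7.5, NaCl, DTT, Tween-20, trehalose, ovalbumin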
MLLE-PAM2 inh: inhibitors of microRNA-mediated deadenylation, human PABP1 MLLE binding; P11940; GST-MLLE / FITC-PAM2 fluorescence polarization; inhibition, % at 20 µM; 0.36% of 360,000 active; in the data active = inhibition above about 35%, passing the limit was not always enough;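 also: plate controls were DMSO wells with GST-MLLE for no effect and wells lacking GST-MLLE protein for full effect; some results filed as inactive read as strong as hits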
FAS-TE inh: blocks the thioesterase domain of human fatty acid synthase. inhibition, % at 15 µM. 0.67% of 360,000 active. P49327. AID 602261. recombinant FAS-TE, OMFH fluorogenic substrate, fluorescence endpoint;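 active = compounds whose normalised, plate-corrected inhibition of enzyme fluorescence in the single-dose primary screen is 50% or more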;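 also: 0% = DMSO with enzyme and 100% = substrate without enzyme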
Rpn11 inh: blocks the human proteasome subunit Rpn11; human 26S proteasome, Ub4-pepOG fluorescence polarization; 20S core pre-blocked with epoxomicin; O00487; 0.59% of 360,000 active; calls only at 20 µM;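 active = inhibition at 20 µM, scaled to each plate's controls, above about 33%, limit read from the data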
* hit, by the source's call. This is a random part of the collection. About 3.9% of those tested had a hit in this group.

Results for COc1cc(OC)c(OC)cc1/C=C/C(=O)OCC(=O)Nc1c(C)n(C)n(-c2ccccc2)c1=O ?
MT1-MMP act inh: 1; Rin1 Abl inh: 0; SKN-1 inh: -17; Neddyl block: inactive; NadD block: 3; CSN inh: 1; MLLE-PAM2 inh: -12; FAS-TE inh: -7; Rpn11 inh: inactive

How did Cc1cc(Oc2ccc(=O)n(C)n2)nc(SCC(N)=O)n1 do in these assays?
MT1-MMP act inh: -3; Rin1 Abl inh: 0; SKN-1 inh: 4; Neddyl block: inactive; NadD block: 4; CSN inh: -5; MLLE-PAM2 inh: -13; FAS-TE inh: -4; Rpn11 inh: inactive

How did CN1CCCC(CC2Oc3ccccc3Sc3ccccc32)C1 (stereo not given) do in these assays?
MT1-MMP act inh: -5; Rin1 Abl inh: 0; SKN-1 inh: 16; Neddyl block: inactive; NadD block: 4; CSN inh: 0; MLLE-PAM2 inh: -15; FAS-TE inh: 0; Rpn11 inh: inactive

What do the screens show for `Cc1ccc(N2CC(C(=O)NCc3ccco3)CC2=O)cc1Cl` (stereo not given)?
MT1-MMP act inh: -2; Rin1 Abl inh: 1; SKN-1 inh: 4; Neddyl block: inactive; NadD block: 5; CSN inh: 1; MLLE-PAM2 inh: 4; FAS-TE inh: 3; Rpn11 inh: inactive

How did CCCn1c(=O)c(C(=O)NCc2ccc3c(c2)OCO3)c(O)c2ccccc21 do in these assays?
MT1-MMP act inh: 1; Rin1 Abl inh: 2; SKN-1 inh: 2; Neddyl block: inactive; NadD block: 1; CSN inh: 2; MLLE-PAM2 inh: -15; FAS-TE inh: 29; Rpn11 inh: inactive

What do the screens show for `Cc1ccc(S(=O)(=O)NCCC(=O)NC2CCCCCC2)cc1C`?
Rin1 Abl inh: 3; SKN-1 inh: -1; Neddyl block: inactive; NadD block: 3; CSN inh: -1; MLLE-PAM2 inh: 12; FAS-TE inh: -2; Rpn11 inh: inactive

How did CC(=O)c1cccc(NC(=O)C(=O)Nc2cccc3ccccc23)c1 do in these assays?
MT1-MMP act inh: -1; Rin1 Abl inh: 2; SKN-1 inh: 6; Neddyl block: inactive; NadD block: -5; CSN inh: -4; MLLE-PAM2 inh: 10; FAS-TE inh: -2; Rpn11 inh: inactive

What do the screens show for `CN(C)S(=O)(=O)c1cccc(NC(=O)COC(=O)COc2ccccc2[N+](=O)[O-])c1`?
MT1-MMP act inh: -5; Rin1 Abl inh: 5; SKN-1 inh: -9; Neddyl block: inactive; NadD block: -9; CSN inh: -6; MLLE-PAM2 inh: -1; FAS-TE inh: -7; Rpn11 inh: inactive

Results for Cc1cc(C2=CC(=O)C[C@H](c3ccc4c(c3)OCO4)C2)ccc1F ?
MT1-MMP act inh: 2; Rin1 Abl inh: 2; SKN-1 inh: 19; Neddyl block: inactive; NadD block: -10; CSN inh: -2; MLLE-PAM2 inh: 5; FAS-TE inh: 32; Rpn11 inh: inactive

How did Cc1cccc(NC(=O)CN2CCN(CC(=O)Nc3ccc(-c4ccccc4)cc3)CC2)c1C do in these assays?
MT1-MMP act inh: 2; Rin1 Abl inh: 4; SKN-1 inh: 12; Neddyl block: inactive; NadD block: 2; CSN inh: 3; MLLE-PAM2 inh: 1; FAS-TE inh: 0; Rpn11 inh: inactive

How did O=C(NCc1ccc2c(c1)OCO2)c1ccc2c(c1)C(=O)N(Cc1cccnc1)C2=O do in these assays?
MT1-MMP act inh: -1; Rin1 Abl inh: 1; SKN-1 inh: 22; Neddyl block: inactive; NadD block: -3; CSN inh: -3; MLLE-PAM2 inh: -8; FAS-TE inh: -12; Rpn11 inh: inactive

Results for CCOC(=O)c1c(-c2ccco2)csc1NC(=O)COC(=O)c1cnc(C)cn1 ?
MT1-MMP act inh: -3; Rin1 Abl inh: -1; SKN-1 inh: 9; Neddyl block: inactive; NadD block: 14; CSN inh: 14; MLLE-PAM2 inh: 13; FAS-TE inh: 2; Rpn11 inh: inactive

What do the screens show for `C=CCc1cccc(/C=N/c2ncccc2O)c1O`?
MT1-MMP act inh: 4; Rin1 Abl inh: -2; SKN-1 inh: 7; Neddyl block: inactive; NadD block: -3; CSN inh: 1; MLLE-PAM2 inh: 1; FAS-TE inh: -6; Rpn11 inh: inactive

Results for CCCOc1ccc(C(=O)Nc2ccc3c(c2)OCO3)cc1 ?
MT1-MMP act inh: 3; Rin1 Abl inh: 3; SKN-1 inh: 8; Neddyl block: inactive; NadD block: -4; CSN inh: 6; MLLE-PAM2 inh: -7; FAS-TE inh: 3; Rpn11 inh: inactive

How did O=C(Nc1ccncc1)c1ccc(Cl)c([N+](=O)[O-])c1 do in these assays?
MT1-MMP act inh: -1; Rin1 Abl inh: -1; SKN-1 inh: 3; Neddyl block: inactive; NadD block: 0; CSN inh: 4; MLLE-PAM2 inh: -15; FAS-TE inh: 4; Rpn11 inh: inactive

How did CCc1cccc(CC)c1NC(=O)c1cccc(N)c1 do in these assays?
MT1-MMP act inh: -1; Rin1 Abl inh: 2; SKN-1 inh: 9; Neddyl block: inactive; NadD block: -5; CSN inh: -2; MLLE-PAM2 inh: -4; FAS-TE inh: -7; Rpn11 inh: inactive

Results for Clc1ccccc1CSC1=NCCN1 ?
MT1-MMP act inh: 7; Rin1 Abl inh: 3; SKN-1 inh: 3; Neddyl block: inactive; NadD block: -2; CSN inh: 3; MLLE-PAM2 inh: -1; FAS-TE inh: 0; Rpn11 inh: inactive

What do the screens show for `CC(C)CN(C(=O)c1ccc(S(=O)(=O)N2CCOCC2)cc1)C1CCS(=O)(=O)C1` (stereo not given)?
MT1-MMP act inh: -2; Rin1 Abl inh: -1; SKN-1 inh: 12; Neddyl block: inactive; NadD block: 1; CSN inh: -5; MLLE-PAM2 inh: -1; FAS-TE inh: -8; Rpn11 inh: inactive

Results for Cc1c(/C=C/C(=O)c2ccc(O)cc2)cnn1C ?
MT1-MMP act inh: 1; Rin1 Abl inh: -4; SKN-1 inh: 9; Neddyl block: inactive; NadD block: -2; CSN inh: 3; MLLE-PAM2 inh: -5; FAS-TE inh: -11; Rpn11 inh: inactive

How did O=C(NCc1ccncc1)C(F)(F)C(F)(F)C(=O)NCc1ccncc1 do in these assays?
MT1-MMP act inh: 3; Rin1 Abl inh: 0; SKN-1 inh: 4; Neddyl block: inactive; NadD block: 4; CSN inh: 1; MLLE-PAM2 inh: -15; FAS-TE inh: 0; Rpn11 inh: inactive

What do the screens show for `Cc1ccc(OCC(=O)NC(C)c2ccccc2)c([N+](=O)[O-])n1` (stereo not given)?
MT1-MMP act inh: -1; Rin1 Abl inh: 3; SKN-1 inh: 7; Neddyl block: inactive; NadD block: 8; CSN inh: 5; MLLE-PAM2 inh: -9; FAS-TE inh: -4; Rpn11 inh: inactive

What do the screens show for `COc1ccc([C@H]2CC(=O)C=C(c3c(C)cc(C)cc3C)C2)cc1`?
MT1-MMP act inh: -2; Rin1 Abl inh: 1; SKN-1 inh: 11; Neddyl block: inactive; NadD block: -7; CSN inh: 1; MLLE-PAM2 inh: -1; FAS-TE inh: 22; Rpn11 inh: inactive

What do the screens show for `CC(=O)CC1c2cc(F)ccc2C=C(c2ccsc2)N1c1ccc(C#CC2(O)CCCCC2)cc1` (stereo not given)?
MT1-MMP act inh: -13; SKN-1 inh: -6; NadD block: 22; CSN inh: -2; FAS-TE inh: 15

What do the screens show for `O=C(CSc1n[nH]c(-c2cccnc2)n1)Nc1ccccc1C(F)(F)F`?
MT1-MMP act inh: -1; Rin1 Abl inh: 3; SKN-1 inh: -1; Neddyl block: inactive; NadD block: 1; CSN inh: 3; MLLE-PAM2 inh: -33; FAS-TE inh: -7; Rpn11 inh: inactive

What do the screens show for `Cc1cccc(C)c1NC(=O)C(C)NCc1cccs1` (stereo not given)?
MT1-MMP act inh: 3; Rin1 Abl inh: 0; SKN-1 inh: -8; Neddyl block: inactive; NadD block: 12; CSN inh: 1; MLLE-PAM2 inh: 19; FAS-TE inh: -6; Rpn11 inh: inactive

How did O=C(NN1C(=O)/C(=C/c2ccc(O)cc2)SC1=S)c1cccc(O)c1 do in these assays?
MT1-MMP act inh: -79; Rin1 Abl inh: -2; SKN-1 inh: -4; Neddyl block: inactive; NadD block: -5; CSN inh: 129; MLLE-PAM2 inh: -153; FAS-TE inh: -16

Results for CC(C)OP(=O)(OC(C)C)C(NC(=O)c1ccc(Br)cc1)c1ccccc1 (stereo not given) ?
MT1-MMP act inh: -3; Rin1 Abl inh: -1; SKN-1 inh: 23; Neddyl block: inactive; NadD block: -8; CSN inh: -2; MLLE-PAM2 inh: -12; FAS-TE inh: 7; Rpn11 inh: inactive

Results for CC1CCCCC1NC(=O)CSc1nnc(CN2CCOCC2)n1C (stereo not given) ?
MT1-MMP act inh: -2; Rin1 Abl inh: -2; SKN-1 inh: -15; Neddyl block: inactive; NadD block: 8; CSN inh: 6; MLLE-PAM2 inh: 3; FAS-TE inh: -6; Rpn11 inh: inactive

How did COc1ccccc1NC(=O)CCC(=O)Nc1cc(OC)c(NC(=O)c2cccs2)cc1OC do in these assays?
MT1-MMP act inh: 1; Rin1 Abl inh: 1; SKN-1 inh: 21; Neddyl block: inactive; NadD block: -7; CSN inh: 0; MLLE-PAM2 inh: 5; FAS-TE inh: 3; Rpn11 inh: inactive

How did Cn1cccc1C1C(C#N)=C(N)OC2=C1C(=O)CCC2 (stereo not given) do in these assays?
MT1-MMP act inh: -4; Rin1 Abl inh: -1; SKN-1 inh: -9; Neddyl block: inactive; NadD block: -1; CSN inh: -9; MLLE-PAM2 inh: 10; FAS-TE inh: -6; Rpn11 inh: inactive

Results for Cc1cccc2cc(CN(Cc3ccc(F)cc3)C(=O)N3CCOCC3)c(=O)[nH]c12 ?
MT1-MMP act inh: -2; Rin1 Abl inh: -1; SKN-1 inh: 1; Neddyl block: inactive; NadD block: 3; CSN inh: 0; MLLE-PAM2 inh: 14; FAS-TE inh: -3; Rpn11 inh: inactive

What do the screens show for `Cc1ccc(Cc2c(C3CCCCC3)nc3ccc(Br)cn23)cc1`?
MT1-MMP act inh: 2; Rin1 Abl inh: -4; SKN-1 inh: 7; Neddyl block: inactive; NadD block: 0; CSN inh: 9; MLLE-PAM2 inh: -7; FAS-TE inh: 10; Rpn11 inh: inactive

How did O=C(COC(=O)c1ccc(O)cc1)NC1CCCCCCC1 do in these assays?
MT1-MMP act inh: 4; Rin1 Abl inh: -1; SKN-1 inh: 25; Neddyl block: inactive; NadD block: -4; CSN inh: 1; MLLE-PAM2 inh: -8; FAS-TE inh: -1; Rpn11 inh: inactive

3 compounds drawn at random from the list so far, as already listed:
What do the screens show for `CN(C)S(=O)(=O)c1cccc(NC(=O)COC(=O)COc2ccccc2[N+](=O)[O-])c1`?
MT1-MMP act inh: -5; Rin1 Abl inh: 5; SKN-1 inh: -9; Neddyl block: inactive; NadD block: -9; CSN inh: -6; MLLE-PAM2 inh: -1; FAS-TE inh: -7; Rpn11 inh: inactive

What do the screens show for `C=CCc1cccc(/C=N/c2ncccc2O)c1O`?
MT1-MMP act inh: 4; Rin1 Abl inh: -2; SKN-1 inh: 7; Neddyl block: inactive; NadD block: -3; CSN inh: 1; MLLE-PAM2 inh: 1; FAS-TE inh: -6; Rpn11 inh: inactive

Results for Cc1cc(C2=CC(=O)C[C@H](c3ccc4c(c3)OCO4)C2)ccc1F ?
MT1-MMP act inh: 2; Rin1 Abl inh: 2; SKN-1 inh: 19; Neddyl block: inactive; NadD block: -10; CSN inh: -2; MLLE-PAM2 inh: 5; FAS-TE inh: 32; Rpn11 inh: inactive
